NadD block: inhibitors of S. aureus NadD, primary screen, biochemical, colorimetric, uHTS; Nicotinate-nucleotide adenylyltransferase NadD (Staphylococcus aureus N315); purified NadD enzyme, colorimetric absorbance read-out; inhibition, % at 20 µM; hit rate 0.78% among 360,000; AID 602399, 2012; in the data active means inhibition above about 26%; further: some compounds past the cut are filed as inactive
SUMO1-SIM PPI: modulators of SUMO1 protein-protein interactions, primary screen, biochemical, uHTS. Small ubiquitin-related modifier 1 (Homo sapiens), P63165. SUMO1 binding to a labelled peptide, TR-FRET, 1 h. inhibition, % at 20 µM. hit rate 0.33% among 360,000; in the data active means inhibition above about 37%
Target sequence (P63165 whole entry, looked up): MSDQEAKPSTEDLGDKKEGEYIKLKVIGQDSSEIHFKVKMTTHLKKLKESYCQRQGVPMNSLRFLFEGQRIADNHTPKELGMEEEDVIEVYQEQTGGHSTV
STEP block: STEP phosphatase inhibitors, primary screen, biochemical, fluorescence intensity, uHTS; Tyrosine-protein phosphatase non-receptor type 5 (Homo sapiens), P54829; AID 588621, 2011; recombinant STEP, OMFP fluorogenic substrate; inhibition, % at 20 µM; hit rate 0.25% among 360,000;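 active means inhibition at 20 µM, scaled per plate between control wells, above about 37%, limit read from the data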;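 further: 0% = DMSO with enzyme and substrate and 100% = substrate only without enzyme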
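Material: STEP (striatal-enriched tyrosine phosphatase) enzyme, cell-free; Compound dosing: 20 µM single dose in 1% DMSO; Technique: fluorescence read at 480 nm ex / 540 nm em; Times: reaction 20 min, ambient temperature; Medium: 50 mM Bis-Tris pH 6.0 with 2.5 mM DTT and 0.005% Tween 20; Also added: OMFP at 25 µM.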
TbMetRS inhib: T. brucei MetRS inhibitors, primary screen, biochemical, luminescence; methionyl-tRNA synthetase (Trypanosoma brucei brucei); purified T. brucei MetRS, ATP depletion, Kinase-Glo luminescence; inhibition, % at 11.9 µM; hit rate 0.4% among 360,000; AID 624268, 2012;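 active means inhibition above a per-plate cutoff of the control wells' mean inhibition plus 3 SD, cut at about 5.5% in these data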;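 further: 0% = DMSO wells median and 100% = median of wells with control inhibitor compound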
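Material: T. brucei methionyl-tRNA synthetase, purified; reagent: substrates ATP, L-methionine and bulk Escherichia coli tRNA; dosing: 11.9 µM single point; timing: 15 min plus 2 h at 25 °C; detection: luminescence of leftover ATP; evaluation: % inhibition; control set: DMSO-only wells as low control; replicates: singlicate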
MLLE-PAM2 inh: inhibitors of PABP1 MLLE–PAM2 peptide binding, primary screen, biochemical, fluorescence polarization, FITC-PAM2, GST-MLLE; AID 588489, 2011; inhibition, % at 20 µM; hit rate 0.36% among 360,000; in the data active means inhibition above about 35%, passing the limit was not always enough;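 further: plate controls were DMSO wells with GST-MLLE for no effect and wells lacking GST-MLLE protein for full effect; some results filed as inactive read as strong as hits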
Scp-1 inhibitor: Scp-1 phosphatase inhibitors, primary screen, biochemical, colorimetric, uHTS; Carboxy-terminal domain RNA polymerase II polypeptide A small phosphatase 1 (Homo …; Recombinant Scp1, phosphopeptide, malachite green phosphate absorbance; inhibition, % at 20 µM; hit rate 0.88% among 340,000; AID 493091, 2011;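 active means inhibition above about 50% at 20 µM, limit read from the data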;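 further: plate controls were DMSO wells with enzyme for no effect and wells lacking enzyme for full effect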
Target sequence (Q9GZU7 76-261 limits assumed): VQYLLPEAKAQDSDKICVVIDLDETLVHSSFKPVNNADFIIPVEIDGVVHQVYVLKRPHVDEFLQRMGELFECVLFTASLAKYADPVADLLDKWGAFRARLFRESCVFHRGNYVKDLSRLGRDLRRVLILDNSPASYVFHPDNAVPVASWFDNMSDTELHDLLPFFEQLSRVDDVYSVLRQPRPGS
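System: SCP-1 catalytic domain; Reagent: Phospho 17-mer peptide substrate; Doses: one concentration, 20 µM, with 1.0% DMSO; Incubation: 45 min room-temperature reaction, 5 min colour, 30 min stabiliser; Signal: Phosphate-binding colour reagent, absorbance read at 630 nm.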
DNMT1 block: human DNMT1 methyltransferase inhibitors, primary screen, biochemical, molecular beacon, fluorescence, HinP1I cleavage, uHTS. DNA (cytosine-5)-methyltransferase 1 (Homo sapiens), P26358. hit rate 0.83% among 360,000. inhibition (reported as % activation of signal), % at 10 µM. AID 588458, 2011; in the data active means inhibition above about 50%
LMPTP block: LMPTP phosphatase inhibitors, primary screen, biochemical, fluorescence intensity, uHTS; AID 651560, 2012; inhibition, % at 20 µM; recombinant LMPTP-A, OMFP fluorogenic substrate; hit rate 0.22% among 360,000; Low molecular weight phosphotyrosine protein phosphatase (Homo sapiens), P24666;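 active means compounds that cut the enzyme signal by at least half of the control window in the single-dose screen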;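 further: plate controls were DMSO wells with enzyme plus substrate for no effect and substrate without enzyme for full effect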
Target sequence (P24666 whole entry, looked up): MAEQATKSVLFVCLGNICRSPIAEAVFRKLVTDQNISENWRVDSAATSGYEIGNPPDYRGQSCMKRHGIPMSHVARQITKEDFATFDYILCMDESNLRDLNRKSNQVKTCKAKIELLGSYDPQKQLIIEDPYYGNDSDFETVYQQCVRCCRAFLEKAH
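Test system: LMPTP-A phosphatase enzyme. Amount: LMPTP-A at 0.625 nM final in the reaction. Reagent: OMFP substrate, 400 µM final. Times: 50 min at room temperature. Signal: endpoint fluorescence intensity from OMFP dephosphorylation. Read-out basis: % inhibition. Benchmarks: no-enzyme and uninhibited controls.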
Rpn11 inh: Rpn11 (PSMD14) deubiquitinase inhibitors, primary screen, biochemical, fluorescence polarization, uHTS. 26S proteasome non-ATPase regulatory subunit 14 (Homo sapiens), O00487. human 26S proteasome, Ub4-pepOG fluorescence polarization; 20S core pre-blocked with epoxomicin. calls only at 20 µM. hit rate 0.59% among 360,000;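 active means inhibition at 20 µM, scaled to each plate's controls, above about 33%, limit read from the data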
Target sequence (O00487 whole entry, looked up): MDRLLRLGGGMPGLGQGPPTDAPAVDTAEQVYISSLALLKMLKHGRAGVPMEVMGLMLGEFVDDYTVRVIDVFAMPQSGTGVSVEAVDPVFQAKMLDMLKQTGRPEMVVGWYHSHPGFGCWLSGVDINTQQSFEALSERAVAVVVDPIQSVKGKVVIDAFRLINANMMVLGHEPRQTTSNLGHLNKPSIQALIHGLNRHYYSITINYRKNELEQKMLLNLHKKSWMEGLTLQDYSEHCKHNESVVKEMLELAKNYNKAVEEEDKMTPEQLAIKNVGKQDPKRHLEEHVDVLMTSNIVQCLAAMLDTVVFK
CSN inh: inhibitors of CSN-mediated cullin deneddylation, primary screen, biochemical, fluorescence polarization, uHTS; COP9 signalosome complex subunit 5 (Homo sapiens), Q92905; Purified CSN, SCF-Nedd8-OG deneddylation; inhibition, % at 12.5 µM; hit rate 0.38% among 360,000; AID 651999, 2013;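 active means pattern-corrected inhibition above about 35%, with an unprinted fluorescence ratio check between 0.5 and 1.5, limit read from the data, passing the limit was not always enough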;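 further: 0% = enzyme with substrate and 100% = substrate without enzyme; some results filed as inactive read as strong as hits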
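Detection – fluorescence polarization · System – HEK293T-derived human Csn5 enzyme · Controls – substrate-only high control, full reaction low control · Timing – 90 min, room temperature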
* hit, by the source's call; i = inactive; · = not tested or not shown.

SMILES	NadD block	SUMO1-SIM PPI	STEP block	TbMetRS inhib	MLLE-PAM2 inh	Scp-1 inhibitor	DNMT1 block	LMPTP block	Rpn11 inh	CSN inh
COc1cccc(C2NC(C)(C(=O)O)C3C(=O)N(C(C)C)C(=O)C23)c1O (stereo not drawn)	5	2	1	-0.3	16	0	4	-1.6	i	-2
COC(=O)C(Cc1ccc(O)cc1)NC(=O)CCc1nc2ccccc2s1 (stereo not drawn)	-4	-1	-2	-0.5	2	-3	1	-0.5	i	5
COc1ccc(CC(=O)N2CCc3ccccc3C2)cc1	-4	5	0	-0.6	-9	0	-5	-1.7	i	-3
COc1ccc(S(=O)(=O)c2snnc2C)cc1	-4	1	1	-0.2	-3	-10	1	-0.8	i	2
O=C(CCl)Nc1cccc(S(=O)(=O)NC2=NCCC2)c1	-1	5	-4	-0.3	-1	-9	1	-2.5	i	-3
CNC(=O)N(O)C1N(/N=C/c2ccc(N(C)C)cc2)C(=S)SC1(C)C (stereo not drawn)	-1	-15	-1	-1.1	12	-7	2	-0.9	i	3
COc1ccc(CCNc2nc3c(c(=O)n(C)c(=O)n3C)n2C)cc1OC	3	2	-2	-0.7	1	-6	-4	-0.9	i	0
Cc1ccc(C(C)NC(=O)c2cc3cc(Br)ccc3oc2=N)cc1 (stereo not drawn)	5	-18	2	-0.1	-3	-7	-1	2.6	i	-2
CC1CN(C(=O)c2ccccc2Sc2ccccc2C#N)CC(C)O1 (stereo not drawn)	1	2	-1	0.0	11	-5	-3	-2.3	i	2
COc1cccc(C(=O)Nc2cccc(NC(=O)c3cccs3)c2)c1	-10	12	2	-0.6	5	-6	-5	2.2	i	-5
O=C(CSc1ccc(Cl)cc1)Nc1ccc(N2CCN(c3ccccc3)CC2)c(F)c1	11	0	4	-0.5	-12	12	21	-2.6	i	0
CNC(=O)NC(=O)CSc1ccc(S(=O)(=O)N(C)C2CCCCC2)cn1	1	0	-3	-0.3	-6	-3	0	-0.1	i	-4
CCCCn1c(N)c(N(CCOC)C(=O)CC(NC(=O)c2ccccc2)c2ccccc2)c(=O)[nH]c1=O (stereo not drawn)	-1	8	-1	-0.4	-5	1	2	-0.2	i	2
Cc1cc(C(=O)N2CCN(Cc3ccc4c(c3)OCO4)CC2)on1	1	4	3	-0.5	7	-12	3	0.8	i	3
COc1ccccc1N1CCN(C/C(C)=C/c2ccccc2)CC1	12	-3	-7	-0.8	13	-3	-1	-1.7	i	-5
O=C(COC(=O)CNC(=O)c1ccccc1)Nc1ccc(Cl)cc1C(F)(F)F	0	-4	-1	-1.2	15	0	3	-1.5	i	-6
O=C1NC[C@H](CCCCN2C[C@H](Cc3ccccc3)N(CC3CCCCC3)C(=O)C2=O)N(CCC2CCCCC2)C1=O	16	5	·	-0.2	·	·	·	0.7	·	1
O=C(COC(=O)c1ccco1)NC(c1ccccc1)c1ccccc1	-4	4	-5	-0.2	-1	-1	14	0.5	i	-3
CCNC(=O)COc1cc(C)c(Cl)c(C)c1	6	-4	2	-0.1	9	-6	-2	-1.8	i	1
CC(Oc1cccc(Cl)c1)C(=O)Nc1ccc(S(=O)(=O)Nc2ncccn2)cc1 (stereo not drawn)	0	5	2	-0.1	-10	-8	-1	-0.9	i	0
CCc1n[nH]c(=O)c2cc3cc(OC)ccc3n12	-1	-17	-1	-0.3	-11	-12	2	-2.3	i	-1
O=C(NCCC1=CCCCC1)c1c(O)nc2sccn2c1=O	8	1	4	0.1	6	-10	2	7.7	i	1
COC(=O)c1cc(OC)c(OC)cc1NCC(=O)Nc1ccc(C)cc1	-5	5	-2	0.1	-17	-5	1	1.5	i	-1
CN(C)CCCn1c2c(c(SCC(=O)Nc3ccc4c(c3)OCCO4)nc1=O)CCCC2	4	-4	-2	-0.3	17	·	5	0.4	i	-3
CCN1N=C(C)C=C(c2ccccc2)n2c1nc1ccccc12	-5	4	1	1.1	3	-7	0	2.2	i	1
CCNCCNC(=O)c1c(O)c2c([nH]c1=O)CCCC2	-2	-4	1	-0.1	3	-10	-1	0.1	i	1
Cc1ccc2nc(SCc3ccccc3)c(C=O)c(=O)n2c1	7	-8	0	-1.6	-6	-4	26	0.0	i	1
CCOC(=O)c1c(NC(=O)CSc2nnc3ccccn23)sc2c1CCC2	15	-1	-2	-0.7	-11	6	-1	1.0	i	-7
O=C(NCCN1C(=O)S/C(=C\c2ccc(Cl)c(Cl)c2)C1=O)C1COc2ccccc2O1 (stereo not drawn)	16	-4	0	-0.6	-12	-11	-4	1.3	i	-3
COc1cccc(CNC(=O)Cn2c(=O)oc3cc(S(=O)(=O)N4CCCCC4)ccc32)c1	-7	11	-2	0.7	8	-5	4	0.5	i	4
Cc1ccc(OCC(O)CN2C(=O)NC(C)(C)C2=O)cc1C (stereo not drawn)	5	-1	3	-1.1	-6	0	-2	-0.7	i	0
COc1ccc(CNC(=O)CN(C(=O)Cn2nnc(-c3ccccc3F)n2)c2ccc(C)cc2)cc1	-4	0	-6	-0.3	5	4	1	0.4	i	0
CN(C)CCCn1c(=O)n(Cc2ccccc2)c(=O)c2c3c(sc21)CCCCC3	-2	-5	-2	-0.7	-3	-6	1	0.0	i	0
O=C(/C=C/c1ccccc1[N+](=O)[O-])NCCc1ccc(F)cc1	-3	-14	-1	-0.2	13	-10	-4	-0.4	i	0
Cc1ccc(OCCCCNC2CCCC(C)C2C)c(C)c1 (stereo not drawn)	-1	-4	0	-0.4	-4	-4	4	-1.7	i	-14
COCCNc1nc(-c2ccccc2CO)c2sc(-c3ccccc3)cc2n1	25	-10	3	0.4	30	·	-6	0.7	i	6
CC(=O)c1ccc(S(=O)(=O)Nc2c(C)nn(C)c2C)cc1	-2	4	4	-0.2	-4	34	28	0.4	i	0
Cc1coc2cc3oc(=O)c(CCC(=O)NCCCN4CCOCC4)c(C)c3cc12	4	-1	-1	1.1	-4	4	-8	-1.1	i	-1
CCC1CCCCN1CCCNC(=O)CSc1nc2nc(C)c(Cc3ccc(C)cc3)c(C)n2n1 (stereo not drawn)	-9	-23	1	0.0	3	4	-2	-3.4	i	-2
CCn1cc(/C=C(\NC(=O)c2ccccc2F)C(=O)NCCCn2ccnc2)c2ccccc21	-2	-7	0	-1.4	-4	1	-1	0.6	i	-2
O=C(NC1CC1)c1[nH]c(C(F)(F)F)nc1-c1ccccc1	-4	-2	-4	-0.2	5	·	-3	-1.8	i	2
O=C(O)CC(CC(=O)Nc1ccc(F)c(Cl)c1)c1ccc(Cl)cc1Cl (stereo not drawn)	-4	2	2	1.4	6	-13	-1	-0.3	i	-1
Cc1cccc(C(=O)Nc2ccc(C(=O)c3ccncc3)cc2)c1	0	-11	0	-0.1	-2	·	-1	-2.1	i	0
Cc1ccc(-c2cc(C(F)(F)F)n3nc(C(=O)N4CCN5CCCC5C4)cc3n2)cc1 (stereo not drawn)	-2	-28	3	-0.6	5	-6	2	1.3	i	0
O=C(NC(=S)Nc1cccc2c(O)cccc12)c1cccc(Br)c1	-1	-3	-2	-0.6	31	-11	-26	2.8	i	20

Looked up above:
Cc1coc2cc3oc(=O)c(CCC(=O)NCCCN4CCOCC4)c(C)c3cc12 @ DNMT1 block: -8
Cc1ccc(OCCCCNC2CCCC(C)C2C)c(C)c1 (stereo not drawn) @ STEP block: 0

(more compounds)
SMILES	NadD block	SUMO1-SIM PPI	STEP block	TbMetRS inhib	MLLE-PAM2 inh	Scp-1 inhibitor	DNMT1 block	LMPTP block	Rpn11 inh	CSN inh
CCOCCCNC(=O)CN1C(=O)c2cccc3cccc1c23	-8	-16	0	-0.5	2	2	2	0.3	i	-3
CC(C)c1cc(C(=O)N/N=C/c2cccnc2)n[nH]1	-6	-5	-3	-1.0	-5	-5	3	-1.3	i	0
COc1cc2cc(NC(C)=O)cc(NCc3ccccc3)c2cc1OC	-2	-10	5	0.2	-2	-6	-16	2.3	i	4
CSc1ccccc1C(=O)N1CCC(n2nccc2NC(=O)C(C)(C)C)CC1	2	-1	-1	-0.2	7	-7	0	-0.3	i	-2
C=CCn1c(C(O)c2ccccc2)nc2ccccc21 (stereo not drawn)	-3	-2	-2	-1.6	8	-4	3	-0.4	i	2
O=C(NCc1ccncc1)C(=O)NCC(c1ccco1)N1CCN(c2ccc(F)cc2)CC1 (stereo not drawn)	1	-3	1	-1.0	-1	1	3	-2.2	i	2
CC(=O)c1cccc(NC(=S)NNC(=O)c2ccco2)c1	-8	8	-4	0.0	-19	-11	-7	0.4	i	-2
CCOC(=O)CC(=O)CSc1ncnc2c1cnn2-c1ccccc1	1	2	-2	-0.2	26	-6	-3	2.1	i	4
O=C(C[C@H]1CC[C@H]2[C@@H](COC[C@@H](O)CN2C(=O)c2cnccn2)O1)NCc1ccc(Oc2ccccc2)cc1	·	2	·	0.6	·	·	·	-1.5	·	-2
CC(C)(C)C(=O)N1CCN(c2ccc([N+](=O)[O-])c(NCC3CCCO3)c2)CC1 (stereo not drawn)	1	-36	2	-0.9	-6	-1	-1	1.1	i	-7
COc1ccc(S(=O)(=O)N2CCCCC2)cc1NC(=O)c1ccc(Cl)nc1	-2	-1	-1	-0.2	-9	-8	-3	-1.1	i	2

Assay outcomes: PubChem BioAssay, several laboratories

Compounds were not picked by outcome. Share with any hit: about 3.6%.
